# UDG counterscr: blocks uracil-DNA glycosylase in AID counter-screen; Potency, µM (titrated, usually from 115 µM), inactives show at the top dose activity change, negative = inhibition, hits mostly inhibitors; 91,000 tested, 0.14% active; FRET deamination/UDG coupled assay, UDG read, 4 h; also: nearly all actives have a fitted effect of over 65% in size
# AID inh: blocks human AID cytidine deaminase activity; Q9GZX7; AID deamination FRET fluorescence, UDG-coupled, 4 h; Potency, µM (series often up to 115 µM), for inactives: at the top dose activity change, negative = inhibition, most hits filed as inhibitors; 91,000 tested, 0.32% active; also: nearly all actives have a fitted effect of over 25% in size
# Target sequence (Q9GZX7 whole entry, looked up): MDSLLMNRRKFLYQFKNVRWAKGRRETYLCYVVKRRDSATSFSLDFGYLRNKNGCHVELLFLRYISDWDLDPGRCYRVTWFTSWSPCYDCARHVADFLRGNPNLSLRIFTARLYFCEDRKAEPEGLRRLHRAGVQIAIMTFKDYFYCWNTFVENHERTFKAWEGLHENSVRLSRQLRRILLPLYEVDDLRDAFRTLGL
# * hit, by the source's call; ? = inconclusive; [ ] = dose if it differs, or a comment. Calls follow the shape of the dose curve; as a rule, active = well fitted curve in the direction sought with a large enough effect; inconclusive = small, poorly fitted or top-dose-only effect, or another doubt; inactive = no such curve, though single readings can be large; an effect the other way counts as inactive or inconclusive. % is scaled to controls: 0 for no effect and ±100 for the full control effect; potency is read from the fitted curve at half-maximal effect.
smiles | UDG counterscr | AID inh
C=CCOc1nc2c(c(=O)n(Cc3ccccc3)c(=O)n2C)n1C | 6.4% | -12.1%
O=C(O)c1cc(F)ccc1I | -7.4% | 16.1%
CC(C)(C)c1ccc(/C=C2/C(=O)c3ccccc3OC2c2ccccc2)cc1 (configuration not stated) | -7.6% | -8.8%
Cc1ccc(C)c(N2CCN(C(=O)CCNS(=O)(=O)c3ccc4c(c3)CCN4C(=O)C3CC3)CC2)c1 | -3.9% | 0.2%
Cc1ccc(Cl)c(OCc2nnc(SCC(=O)NC3CC3)n2C)c1 | 5.8% | 4.4%
O=C(NCc1ccccc1)c1ccc2c(c1)nc1n2CCCCC1 | -0.7% | ?
CCCCc1nn2c(=O)cc(COC(=O)CNC(=O)c3ccccc3C)nc2s1 | -3.0% | 33.1%[activator]
CC(C)(C)n1nc(N)c2cc([N+](=O)[O-])ccc21 | 2.4% | -1.0%

# Next records
smiles | UDG counterscr | AID inh
COc1cccc(CN2CCC(C)CC2)c1OC | -6.7% | -2.8%
N#C/C(=C/c1ccc(C#N)cc1)c1nc2ccccc2[nH]1 | 5.4% | 2.1%
Cc1ccc(Cl)cc1N1CCN(C(=O)Cn2cnc3sc(C)c(S(=O)(=O)N4CCC(C)CC4)c3c2=O)CC1 | -21.5% | ?
CCCC(=O)Nc1c(C)cccc1CC | 5.5% | 2.2%
CCc1cccc2c1NC(=O)C2(O)CC(=O)c1ccc(Cl)cc1 (configuration not stated) | -11.0% | -5.4%
O=C(O)C1=CC(/C=C/c2ccccc2)n2ncc(C(=O)Nc3ccccc3Cl)c2N1 (configuration not stated) | -0.2% | -28.4%
CCC(=O)N1CCN(CCNc2cc(=O)oc3ccccc23)CC1 | -3.3% | 4.2%
CCc1ccc2oc(=O)cc(CN3CCN(CC(=O)N4CCCCC4)CC3)c2c1 | -3.0% | -13.1%

# Next records:
smiles | UDG counterscr | AID inh
COc1cccc2c1cc1c(=O)n(CC(=O)N3CCCCC3)nc(C)n12 | -1.0% | -5.4%
CSc1ccc(CCNC(=O)c2cc3cc4cc(C)ccc4nc3s2)cc1 | -23.2% | 28.0%
Cc1ccccc1-c1nc2scc(CCNC(=O)C(=O)Nc3cc(F)ccc3F)n2n1 | 1.9% | 7.4%
CCCCC(=O)Nc1ccc2nc(SCC(=O)N3CCCC3)sc2c1 | -3.3%[57.5 µM] | 32.3%[activator]
CC1=C(C(=O)Nc2ccc(C)cc2C)C(CC(C)C)n2nc(SCc3ccccc3C)nc2N1 (configuration not stated) | -1.1% | -19.3%
COc1ccc(C(=O)Nc2cccc(-c3nc4cc(Cl)ccc4o3)c2)c(OC)c1 | 36.2%[activator] | 25.0%
O=C(c1ccc(Cl)cc1Cl)N1CCC(c2nc3ccccc3o2)CC1 | -3.7% | -10.1%
COc1ccc(OCC(=O)N2CCN(C(=O)c3ccc(OC)c(OC)c3)CC2)cc1 | 3.4% | -7.0%

# The list goes on:
smiles | UDG counterscr | AID inh
Cc1ccc(C)c(NC(=O)C2CCN(S(=O)(=O)c3c(C)noc3/C=C/c3cccs3)CC2)c1 | 7.8%[57.5 µM] | 13.9%
Cc1ccc(NC(=O)Cc2coc3ccc(C(C)C)cc23)cc1Cl | -12.5% | ?
Cc1ccc(C)c(OCc2ccc(-c3nc(C#N)c(N(C)C)o3)o2)c1 | ? | -7.3%
CCOC(=O)c1cc(NCc2cccc3ccccc23)ccc1N1CCOCC1 | -11.8% | -9.0%
CCSc1ccccc1C(=O)Nc1ccc2c(c1)CCC2 | 7.1% | 4.0%
Cn1c(=O)cc(SCC(=O)N2CCN(c3ccccc3F)CC2)c2cc(Cl)ccc21 | -11.0% | ?
Cc1ccc(CN(C)C(=O)CCc2ccc(C#N)cc2)o1 | -4.5% | 3.5%
O=C(COC(=O)c1cc2ccccc2oc1=O)NCc1ccccc1Cl | -12.0% | -9.4%

# Next section
smiles | UDG counterscr | AID inh
CCC(=O)Nc1ccc(C)cc1-c1nc2ccccc2n(C(C)C(=O)Nc2ccccc2CC)c1=O (configuration not stated) | 85.7%[activator] | 8.2%
Cc1ccc(CN2C(=O)c3ccccc3CC2(C)C(=O)NC2CCCCC2)cc1 (configuration not stated) | -5.4% | -3.7%
O=C(Nc1ccc2oc(-c3ccncc3)nc2c1)c1cccc(Cl)c1 | 2.5% | -15.8%
Cc1ccc(-c2nc3cc(C(C)C)ccc3o2)cc1NC(=O)c1cc([N+](=O)[O-])ccc1N1CCOCC1 | -15.5% | -18.1%
CCS(=O)(=O)N1CCc2cc(C(=O)CSc3cccc(OC)c3)ccc21 | -10.8% | -18.3%
NCCOc1ccc(C2CCCCC2)cc1 | -7.4% | -9.0%
COc1cc(NC(=O)CCc2c(C)nn(-c3ccc(N4CCCCC4)nn3)c2C)cc(OC)c1OC | -4.3%[57.5 µM] | 39.4%[activator]
Cc1cccc(OC(=O)Cc2ccc3c(c2)OCCO3)c1 | -6.6% | -5.1%

# Going on with the list.
smiles | UDG counterscr | AID inh
Cn1c(=O)c2c(nc(Sc3ncccn3)n2Cc2ccccc2Cl)n(C)c1=O | -3.3% | -12.1%
CN(C)c1ccc(Nc2cccc3nccnc23)cc1 | -5.0% | 12.9%
CCN(CC)C(=O)C1CCN(S(=O)(=O)c2ccc3c(c2)CCCN3C(C)=O)CC1 | 9.1% | 5.5%
CNC(=O)CSc1cc(C)c2cc(C)cc(C)c2n1 | -4.2% | -8.6%
O=C(NCCCc1ccccc1)c1ccc[n+]([O-])c1 | -12.2% | -4.1%
O=C(CCC1N=C2c3ccccc3N=C(SCc3ccc(F)cc3)N2C1=O)NCc1cccs1 (configuration not stated) | 84.7%[activator] | 5.9%
O=C(O)Cn1cc(C(C(=O)O)N2CCN(Cc3cccnc3)CC2)c2ccc(Br)cc21 (configuration not stated) | 2.4% | 19.3%
CCOC(=O)/C(=C/C=C(\C1=CCCCC1)N(CC)CC)C(C)=O | 8.1% | 6.5%

# The closing 3 entries of the section above are carried over, then new ones follow:
smiles | UDG counterscr | AID inh
O=C(CCC1N=C2c3ccccc3N=C(SCc3ccc(F)cc3)N2C1=O)NCc1cccs1 (configuration not stated) | 84.7%[activator] | 5.9%
O=C(O)Cn1cc(C(C(=O)O)N2CCN(Cc3cccnc3)CC2)c2ccc(Br)cc21 (configuration not stated) | 2.4% | 19.3%
CCOC(=O)/C(=C/C=C(\C1=CCCCC1)N(CC)CC)C(C)=O | 8.1% | 6.5%
CCc1ccc(C(=O)NC(C)C2CC3CCC2C3)s1 (configuration not stated) | 1.6% | -1.0%
Clc1nc2ccccc2cc1CSc1ccc2c(c1)OCCO2 | -11.0% | -17.8%
Cc1ccc(-n2c(SCC(=O)Nc3cccc(F)c3)nc3c(=O)[nH]cnc32)cc1 | 3.1% | 2.0%
O=C(NCCc1ccc(Cl)cc1)c1cc2ccccc2oc1=O | -1.9% | 2.6%
COc1ccc(OC)c2sc(N3CCN(C(=O)c4ccc5c(c4)CCCC5)CC3)nc12 | ? | ?
COCCCNC(=O)CSc1nc(-c2cccc(F)c2)[nH]c1-c1ccccc1 | -14.0% | 1.1%
CCCCNc1nc2c(c(=O)n(Cc3ccc(Cl)cc3)c(=O)n2C)n1C | 2.6% | ?
Cc1cc2c(cc1C)CSC(c1cc(Br)cc(Br)c1O)SC2 | -6.5% | -6.3%

# Following part.
structure | UDG counterscr | AID inh
COc1ccc(-c2cc(C)no2)cc1S(=O)(=O)NCc1cccs1 | ? | 8.9%
CCC(=O)N1c2ccccc2NC2=C(C(=O)CC(C)(C)C2)C1c1cc(OC)ccc1OC (configuration not stated) | 2.7% | 5.4%
CCc1cc(C#N)c(N)s1 | -0.4% | 9.1%
C=CCc1ccc(OCc2ccc(C(=O)Nc3ccc(NC(C)=O)cc3)o2)c(OC)c1 | -2.4% | 23.0%
COc1ccc(CNC(=O)/C=C/c2ccc(C)cc2)cc1 | -3.7% | -7.1%
O=C(CCCSc1nc2ccccc2s1)NCCc1ccc(F)cc1 | -3.7% | -15.4%
COc1ccc(S(=O)(=O)NCC(c2ccc(N(C)C)cc2)N2CCCC2)cc1 (configuration not stated) | -4.9% | -14.0%
Cc1cccc2cc(COC(=O)c3ccco3)c(=O)[nH]c12 | 1.6% | 2.7%
COc1cccc(CNS(=O)(=O)c2ccc(-c3cc(C(F)(F)F)on3)s2)c1 | -3.3% | -1.6%
O=C(NC1(C(F)(F)F)N=C(c2ccccc2)N(C2CCCCC2)C1=O)c1ccccc1F (configuration not stated) | -7.2%[57.5 µM] | 17.5%[57.5 µM]
C#CCN(Cc1ccc(C)cc1)C(=O)C1CCCN(C(=O)CC)C1 (configuration not stated) | -2.3% | -5.9%
Cc1ccc(-c2nnn3c2nc(NCCc2ccccc2)c2ccccc23)cc1 | -1.8% | 4.1%
CC(CO)NC(=O)C(C)Sc1ccccc1 (configuration not stated) | 5.8% | 0.1%
CCOC(=O)Cn1c(=O)oc2cc(S(=O)(=O)N3CCN(c4cccc(Cl)c4)CC3)ccc21 | 9.9% | -6.8%
COC(=O)c1ccc(COC(=O)c2ccccc2C(=O)c2ccc(Cl)cc2)cc1 | 9.0% | -5.1%
COc1ccc(-c2cc(C(F)(F)F)nc(SCCC(=O)Nc3ccccc3F)n2)cc1 | 8.7% | 6.7%
O=S(=O)(Nc1ccc(Br)cc1)c1ccc2nc(-c3ccccc3)[nH]c2c1 | -0.2% | 3.7%
CCOc1ccc(C(C)=O)c2ccccc12 | 0.9% | -8.9%
Cc1oc(-c2cccs2)nc1CC(=O)Nc1ccc(F)cc1F | -7.4% | -4.1%
COc1ccc(NC(=O)Cc2csc(COc3cccc(C)c3)n2)cc1OC | -17.7% | 12.0%

# (more compounds)
structure | UDG counterscr | AID inh
O=C(c1cc(-c2ccccn2)nc2ccccc12)N1CCOCC1 | 0.0% | 9.0%
Cc1cc(NCc2cccs2)ccc1NC(=O)c1ccco1 | -0.6% | 11.0%
COC(=O)c1ccc(Nc2ncnc3c2cnn3C)cc1 | -6.6%[57.5 µM] | 2.1%
CN1CCc2c(sc(NC(=O)CSc3ccc(F)cc3)c2-c2nc3ccccc3s2)C1 | -2.1% | 343.5%[activator]
COc1ccc(CNC(=O)c2cc(=O)c(OCc3ccccc3F)co2)cc1 | -3.3% | -1.0%
CCOCCCNC(=O)CN1C(=O)COc2ccc(S(=O)(=O)N3CCOCC3)cc21 | -7.8% | -3.9%
Cc1oc(-c2cccs2)nc1C(=O)NCC1CCN(C2CC2)C1 (configuration not stated) | -2.0% | 2.3%
CC(Sc1ccc(Br)cc1)C(=O)NC(N)=O (configuration not stated) | -3.8% | -3.0%
CCCCCC(O)CCCC(=O)O (configuration not stated) | 3.6% | -1.8%
CCc1ccccc1NC(=O)CSc1nc(-c2ccccc2OC)nc2c1Cc1c(CO)cnc(C)c1O2 | -2.9% | ?
CCOC(=O)c1c(C)[nH]c(CCC(=O)Nc2c(C)cccc2CC)c1C | -9.6%[57.5 µM] | 0.9%
COc1ccc(CNC(=O)c2cnn(-c3ccc(F)cc3)c2-n2cccc2)cc1 | -2.2% | ?
Cc1ccc2c(c1)cc(C(=O)NCc1ccc(F)cc1)n2C | 4.0% | -4.8%
CCN(C(=O)CSc1nc2ccccc2n1CC(=O)Nc1cccc(C#N)c1)c1ccccc1 | -12.0% | -3.1%
Clc1ccc(CNC2=NCCNC23CCCCCC3)cc1 | -7.3% | -12.9%
COCCCn1c(=N)c(C(=O)NCc2ccco2)cc2c(=O)n3ccccc3nc21 | -10.8% | 101.7%[activator]
O=C(O)Cn1ccc2cc(S(=O)(=O)N3CCCCCC3)ccc21 | -4.7% | 2.3%
FC(F)Oc1ccc(NC(=S)NCCc2ccccc2)cc1 | -3.3% | 2.6%
CCC(=O)N1N=C(c2ccc(OC)cc2)CC1c1cn(-c2ccccc2)nc1-c1cccs1 (configuration not stated) | -11.0% | 0.1%
Cc1cc(C)c(NC(=O)CN(C)C(=O)C2CCN(C(=O)c3ccc(Cl)cc3)CC2)c(C)c1 | -8.5% | -0.4%

# New compounds follow.
structure | UDG counterscr | AID inh
O=C(NCc1ccc2c(c1)CCN2C(=O)c1ccncc1)c1ccccc1Br | -2.0% | -4.7%
COc1ccc(NC(=O)Cn2c(=O)n(-c3cc(C)cc(C)c3)c(=O)c3oc4ccccc4c32)cc1OC | -0.9% | 6.6%
COc1ccc(C2OCC3OC(OC)C(OCc4ccccc4)C(O)C3O2)cc1 (configuration not stated) | 7.4% | 1.2%
O/N=C/c1cccc(OCc2ccncc2)c1 | -7.1% | -1.6%
N#Cc1cccnc1NCCNc1ccccn1 | -6.5% | -1.6%
CN(Cc1ccc(C(F)(F)F)cc1)C(=O)C1CCN(C(=O)/C=C/c2ccccc2)CC1 | 1.0% | -9.9%
COc1ccccc1/C=C(/C#N)C(=O)c1c(Cl)cccc1Cl | -9.3% | -13.1%
CCOC(=O)c1c(C)[nH]c(C)c1S(=O)(=O)N1CCCC(C(=O)Nc2ccc(OC)c(OC)c2)C1 (configuration not stated) | 1.1% | 15.9%
O=[N+]([O-])c1cccc2nc(/C=C/c3ccccc3C(F)(F)F)ccc12 | 8.6% | 2.4%
Cc1ccc(Cn2c(=O)n(Cc3nc(-c4ccccc4)no3)c(=O)c3ccccc32)cc1 | 9.6% | -4.3%
COc1cccc(S(=O)(=O)N2CCN(Cc3ccc4c(c3)OCO4)CC2)c1 | -14.9% | -26.7%
CCOC(=O)c1ccc(NC(=O)CSc2nnc(-c3cccc(Cl)c3)n2Cc2ccco2)cc1 | 8.9% | 11.4%

# Part of the list above, set out differently.
> CCc1ccc(C(=O)NC(C)C2CC3CCC2C3)s1 (configuration not stated)
  UDG counterscr = 1.6% | AID inh = -1.0%

> Clc1nc2ccccc2cc1CSc1ccc2c(c1)OCCO2
  UDG counterscr = -11.0% | AID inh = -17.8%

> Cc1ccc(CN(C)C(=O)CCc2ccc(C#N)cc2)o1
  UDG counterscr = -4.5% | AID inh = 3.5%

> CCC(=O)N1CCN(CCNc2cc(=O)oc3ccccc23)CC1
  UDG counterscr = -3.3% | AID inh = 4.2%

# Source: PubChem

# A portion of the library (hit frequency here may not be typical).
